# G6PDH CS: L. mesenteroides G6PDH inhibitors, counter-screen for G6PDH-coupled screening assays, biochemical, Leuconostoc mesenteroides enzyme; Purified L. mesenteroides G6PDH, diaphorase/resazurin coupled fluorescence, 45 min; 200,000 compounds, 0.12% hits; inhibition, % at 5 µM; glucose-6-phosphate dehydrogenase [Leuconostoc mesenteroides]; in the data active = inhibition above about 50%
# PMI act satM6P: human PMI activators, high substrate, primary screen, biochemical, fluorescence intensity, near-saturating mannose 6-phosphate; coupled PMI enzyme assay, resazurin fluorescence, 20 min; hits give high values; 1 = untreated enzyme, 0 = substrate-free blank; AID 1216, 2008; Mannose-6-phosphate isomerase (Homo sapiens), P34949; activation factor at 20 µM; 190,000 compounds, 0.34% hits;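 active = activation factor of 2 or more at 20 µM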
#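 Technique: Diaphorase-driven resazurin-to-resorufin fluorescence, excitation 544, emission 590 nm | Assay system: Human PMI in coupled enzyme assay | Times: Enzyme reaction with compound 20 min at room temperature | Medium: HEPES-buffered pH 7.4 with magnesium and detergent | Reagent: Mannose-6-phosphate 1.0 mM (near-saturating) plus 0.22 mM NADP+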
# SRC2 TRFRET art: TR-FRET signal artefacts, primary screen, artefact control for PPARgamma SRC-2 agonist project, biochemical; TR-FRET ratio at 8 µM; 200,000 compounds, 0.4% hits; TR-FRET artefact counter-screen; hits give high values; in the data active = TR-FRET ratio above about 2000; also: inactives centre near 1500
# PPARg SRC2 recr: agonists of PPARg-SRC-2 recruitment, primary screen, biochemical, HTS. Peroxisome proliferator-activated receptor gamma (Homo sapiens), P37231. PPARgamma LBD-SRC-2 recruitment. activation, % at 8 µM. 200,000 compounds, 0.34% hits; in the data active = activation above about 22%;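 also: 0% = vehicle and 100% = reference agonist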
# Target sequence (P37231 whole entry, looked up, the tested form may be a part): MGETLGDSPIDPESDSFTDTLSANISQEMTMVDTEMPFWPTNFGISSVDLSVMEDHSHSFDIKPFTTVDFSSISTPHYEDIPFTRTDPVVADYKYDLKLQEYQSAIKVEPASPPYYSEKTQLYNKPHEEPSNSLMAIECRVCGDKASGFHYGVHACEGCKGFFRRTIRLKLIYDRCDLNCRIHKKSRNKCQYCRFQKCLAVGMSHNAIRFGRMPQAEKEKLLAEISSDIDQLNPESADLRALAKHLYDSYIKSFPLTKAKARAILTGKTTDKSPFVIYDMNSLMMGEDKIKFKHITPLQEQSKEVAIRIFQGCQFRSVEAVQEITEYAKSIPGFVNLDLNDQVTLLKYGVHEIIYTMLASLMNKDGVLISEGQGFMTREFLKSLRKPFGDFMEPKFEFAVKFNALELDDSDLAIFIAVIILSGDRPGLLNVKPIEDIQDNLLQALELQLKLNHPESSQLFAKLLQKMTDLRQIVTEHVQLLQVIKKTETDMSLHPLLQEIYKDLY
# ROMK primary: ROMK potassium channel modulators, primary screen, cell-based, thallium flux, MLSMR library. ATP-sensitive inward rectifier potassium channel 1 (Homo sapiens), P48048. Tet-inducible ROMK, thallium flux fluorescence; actives lie on both sides. B-score at 10 µM. 130,000 compounds, 2% hits. AID 1918, 2009;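 active = signal ratio slope over the read window, or its plate-corrected B-score, at least 3 SD from the plate mean, either direction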;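 also: B-score of the F/F0 ratio slope over 7 to 12 s after thallium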
# Diaphorase inh: diaphorase inhibitors and chemical oxidizers, primary screen, counter-screen for diaphorase-coupled primary assays, biochemical, uHTS, resorufin fluorescence | inhibition, % at 20 µM | diaphorase resazurin-to-resorufin fluorescence, NADH, 16 min; bacterial (C. kluyveri) enzyme, not human | 190,000 compounds, 0.69% hits;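 active = primary screen inhibition at 20 µM above a set limit, cut at about 50% in these data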;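 also: plate controls were DMSO with full reaction for no effect and wells lacking NADH for full effect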
#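 Test system: bacterial diaphorase enzyme (C. kluyveri); Quantity: 0.14 U/mL diaphorase, enzyme working solution; Times: reaction incubation of 16 min at room temperature; Measured by: fluorescence of resorufin formed from resazurin, Ex 544/Em 590 nm; Benchmarks: positive control minus NADH, DMSO neutral control.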
# PPARg SRC3 recr: PPARgamma agonists recruiting SRC-3 coactivator, primary screen, biochemical. biochemical PPARgamma/SRC-3 coactivator recruitment assay. Peroxisome proliferator-activated receptor gamma (Homo sapiens), P37231. 200,000 compounds, 0.26% hits. activation, % at 8 µM; in the data active = activation above about 23%;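 also: 0% = DMSO and 100% = reference agonist; some compounds past the cut are filed as inactive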
# Diaphorase act: compounds boosting diaphorase resazurin reduction – biochemical, uHTS, resorufin fluorescence, counter-screen for diaphorase-coupled primary assays, primary screen; activation factor at 20 µM; 190,000 compounds, 0.005% hits; Diaphorase/resazurin coupled assay, 16 min; hits give high values; 1 = vehicle wells, 0 = NADH-free wells;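 active = diaphorase activity raised at least twofold by the compound at 20 µM; inactive = activation factor below 2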
#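 Measured by – red resorufin fluorescence at 544/590 nm excitation/emission · Test system – Clostridium kluyveri diaphorase, purified enzyme · Incubation – reaction time 16 min, room temperature · Buffer or medium – 50 mM HEPES pH 7.4 with 4.542 mM MgCl2, 0.005% Tween 20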
# PPARg SRC1 recr: PPARgamma agonists recruiting SRC-1 coactivator, primary screen, biochemical; Peroxisome proliferator-activated receptor gamma (Homo sapiens), P37231; PPARgamma-SRC-1 coactivator recruitment biochemical assay; activation, % at 8 µM; 200,000 compounds, 0.41% hits; in the data active = activation above about 19%;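 also: 0% = DMSO and 100% = reference agonist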
# PMI act: activators of human PMI, primary screen, biochemical, fluorescence intensity, near-Km mannose 6-phosphate | purified human PMI, coupled resazurin fluorescence, 20 min; hits give high values; 1 = vehicle control, 0 substrate-free wells | activation factor at 20 µM | 190,000 compounds, 0.005% hits | AID 1214, 2008;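 active = activation factor of 2 or more at 20 µM, relative to plate controls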
# S1P3 antag: S1P3 receptor antagonists, primary screen, cell-based. 170,000 compounds, 0.27% hits. CHO S1P3 NFAT-BLA reporter, FRET fluorescence, antagonist mode. inhibition, % at 4.98 µM. Sphingosine 1-phosphate receptor 3 (Homo sapiens), Q99500;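 active = inhibition above the plate cutoff, the mean inhibition of test wells on that plate plus 3 SD, cut at about 28% in these data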;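 also: cells challenged with S1P at its EC80 of 0.8 µM; blue over green emission ratio from cleaved BLA substrate after 4 h stimulation; 0% = S1P-stimulated wells and 100% = unstimulated DMSO-only wells; some compounds past the cut are filed as inactive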
# Target sequence (Q99500 whole entry, looked up): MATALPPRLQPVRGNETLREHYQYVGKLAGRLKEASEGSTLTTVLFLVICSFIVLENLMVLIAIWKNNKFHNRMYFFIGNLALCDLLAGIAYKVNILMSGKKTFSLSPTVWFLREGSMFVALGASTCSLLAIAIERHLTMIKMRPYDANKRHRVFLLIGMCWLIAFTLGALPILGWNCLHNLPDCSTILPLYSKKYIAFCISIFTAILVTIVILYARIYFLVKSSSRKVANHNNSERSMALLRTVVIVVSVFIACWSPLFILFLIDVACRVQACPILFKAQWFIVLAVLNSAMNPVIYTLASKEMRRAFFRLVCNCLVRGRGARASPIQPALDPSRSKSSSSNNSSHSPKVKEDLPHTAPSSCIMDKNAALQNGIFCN
# Starred values were filed as active, the others as inactive; · = not tested or not shown.
SMILES,G6PDH CS,PMI act satM6P,SRC2 TRFRET art,PPARg SRC2 recr,ROMK primary,Diaphorase inh,PPARg SRC3 recr,Diaphorase act,PPARg SRC1 recr,PMI act,S1P3 antag
Cc1ccc(NC(=S)N/N=C/c2ccc([N+](=O)[O-])s2)cc1,0,1.7,1656,14,0.74,20,5,0.8,-1,1.5,0
CC(=O)N1N=C(N)SC1(C)C,0,1,1614,3,1.1,8,5,0.9,-3,1,-8
Cc1ccc(C(=O)/C=C/c2c(C)nn(-c3ccccc3)c2Cl)cc1,2,1.3,1566,7,1.6,-2,2,1,6,1.1,·
C=CCOC(=O)CCP(=O)(CCC(=O)OCC=C)c1ccccc1,-5,1.7,1257,-2,-0.14,18,14,0.8,-2,1.1,6
COc1ccccc1NS(=O)(=O)c1ccc(OC)c([N+](=O)[O-])c1,11,1,1385,-1,0.29,12,3,0.9,7,1,-1
CCCCn1c2c(c3ccccc31)CCc1nonc1-2,11,1,1590,3,·,-10,-3,1.1,6,1,-9
Cc1cccc(C)c1NC(=O)CNCC(=O)N(C)C,3,1,1672,3,0.62,14,-2,0.9,5,1,-3
CC(C)c1cc(C(=O)N/N=C/c2cccnc2)cs1,-11,1,1629,-4,-0.69,13,-2,0.9,0,1,-5
O=C(Nc1cccc(C(=O)N2CCOCC2)c1)NC1CCCCC1,11,0.9,1269,-2,·,25,-10,0.8,-5,0.9,-28
CNC(=O)NCCN1CCCC1=O,-5,1,1512,-6,·,-1,-1,1,3,1,-22
C=C(C)CSc1nnc(-c2cc(OC)c(OC)c(OC)c2)n1N,0,1.8,1421,1,-0.89,-6,-10,1.1,-6,1,·
COc1cc(C)nc(OCCNC(=O)COc2ccc(Cl)cc2C)n1,-20,0.9,1632,3,·,15,8,0.8,-2,0.9,-10
Cc1cccc(Oc2nc3c(c(=O)n(C)c(=O)n3C)n2C)c1,6,1.1,1476,-5,0.76,2,5,1,7,1.1,9
O=C(COc1ccccc1)Nc1ccc(S(=O)(=O)N2CCCCCC2)cc1,0,0.9,1461,9,0.83,15,8,0.9,-1,0.9,·
CC(C)CN1C(=O)C(=O)N(CC(=O)NC2CCCc3ccccc32)C1=O (centres undefined),2,1,1560,7,0.43,22,1,0.8,6,1,1
CCc1nnc(NC(=O)c2oc3cc(C)c(C)cc3c2C)s1,-2,1,1550,6,2.1,8,0,0.9,-3,1,9
O=C1c2ccccc2C(=O)N1CCN1CCc2ccccc21,-3,0.9,1375,3,-0.095,24,-1,0.8,-4,0.9,·
COC(=O)c1ccc(Sc2ccccn2)c([N+](=O)[O-])c1,4,1,1488,-5,·,2,-4,1,2,1,16
CC(C)CN1C(=O)C(NC(=O)C2CC2)(C(F)(F)F)C2=C1CC(C)(C)CC2=O (centres undefined),2,1,1472,-2,0.3,10,2,0.9,-1,1.1,-3
CSc1nc(Oc2ccc(Cl)cc2)c2sccc2n1,-15,0.8,1526,-6,·,29,9,0.7,-1,0.8,·
O=C(CSc1nc2ccccc2c(=O)n1-c1ccccc1F)Nc1ccc2c(c1)CCC2,1,1,1653,-10,·,14,0,0.9,-3,1,-3
CC(=O)OC[C@H]1O[C@H](C/C=N/OC[C@@H](O)[C@H]2O[C@@H]3OC(C)(C)O[C@@H]3[C@H]2O)C=C[C@@H]1OC(C)=O,14,1.1,1455,-2,0.25,-18,0,1.2,5,1.2,-1
Cc1nc([N+](=O)[O-])c(Br)n1CC(=O)c1cccc([N+](=O)[O-])c1,7,1,1544,-5,-2.9,21,8,0.8,1,1.2,2
CCC1Sc2ccccc2N(CC(=O)NC2CCCC2)C1=O (centres undefined),2,1,1606,9,-1.6,2,-8,1,10,1,·
Cc1ccc(-c2ccc(SCC(=O)Nc3ccc4c(c3)OCCO4)nn2)cc1,-16,1,1680,1,·,20,0,0.8,5,0.9,-1
COc1ccc(CC(=O)NNS(=O)(=O)c2ccccc2)cc1OC,14,1,1493,3,-0.064,25,9,0.7,8,0.9,-7
O=S(Cc1ccc(Cl)cc1)CC(O)COc1ccc(Cl)cc1 (centres undefined),6,1,1581,-1,·,10,-4,0.9,-8,1,4
CC(NC(=O)c1ccc(N(C)C)cc1)c1ccc(F)cc1 (centres undefined),-1,1,1574,-6,-0.0036,0,2,1,11,1,-5
COc1ccccc1N1CCN(Cc2ccc(Br)o2)CC1,32,1,1685,-5,0.83,9,0,0.9,-8,0.9,28
CC(=O)NN1C(=O)c2ccc(Oc3ccc([N+](=O)[O-])cc3)cc2C1=O,6,0.9,1464,3,0.72,19,9,0.8,4,0.9,·
O=C(O)C1CC=CCC1C(=O)Nc1ccc(N2CCN(Cc3ccccc3)CC2)cc1 (centres undefined),12,0.8,1601,7,-0.47,9,0,0.9,9,0.9,-2
COc1ccc(OC)c(NC(=O)COC(=O)c2ccc(-n3cnnn3)cc2)c1,-1,1,1497,4,1.1,2,4,1,4,1.1,12
O=C(NC(=S)Nc1cccc2cnccc12)c1ccccc1,4,0.5,1588,6,0.55,26,5,0.7,1,0.8,4
Cc1ccc(C(O)(C(=O)NNc2ccccn2)c2ccc(C)cc2)cc1,12,1.1,1698,-2,0.69,-10,-2,1.1,-4,1.1,5
O=C(NCc1ccco1)c1nc(-c2ccc(F)cc2)no1,3,1,1488,2,-0.069,-2,6,1,-3,1,13
CCOC(=O)Cn1c(=O)n(Cc2ccco2)c(=O)c2ccc(C(=O)NC3CCCC3)cc21,9,1.1,1609,0,·,13,3,0.9,-2,1.1,·
COc1ccc(C2C(C(C)=O)=C(C)N=c3s/c(=C/c4ccc5c(c4)OCO5)c(=O)n32)cc1 (centres undefined),-30,0.8,1546,4,0.62,10,4,0.9,10,0.9,·
O=C(CN1CCCC1)Nc1cc(C(F)(F)F)ccc1Cl,4,1,1715,-5,0.11,6,0,0.9,1,1,-5
CCc1c(C)sc(NC(=O)c2cc(C(C)C)on2)c1C#N,5,0.9,1601,-2,0.46,14,7,0.9,-1,0.9,-10
Cn1ccnc1Sc1nc2ccccc2nc1NS(=O)(=O)c1ccccc1,4,1.7,1699,10,·,8,3,0.9,13,1.5,1

# Part of the list above in another layout.
Molecule	G6PDH CS	PMI act satM6P	SRC2 TRFRET art	PPARg SRC2 recr	ROMK primary	Diaphorase inh	PPARg SRC3 recr	Diaphorase act	PPARg SRC1 recr	PMI act	S1P3 antag
O=C(CSc1nc2ccccc2c(=O)n1-c1ccccc1F)Nc1ccc2c(c1)CCC2	1	1	1653	-10	·	14	0	0.9	-3	1	-3
CC(=O)OC[C@H]1O[C@H](C/C=N/OC[C@@H](O)[C@H]2O[C@@H]3OC(C)(C)O[C@@H]3[C@H]2O)C=C[C@@H]1OC(C)=O	14	1.1	1455	-2	0.25	-18	0	1.2	5	1.2	-1
Cc1nc([N+](=O)[O-])c(Br)n1CC(=O)c1cccc([N+](=O)[O-])c1	7	1	1544	-5	-2.9	21	8	0.8	1	1.2	2
CCC1Sc2ccccc2N(CC(=O)NC2CCCC2)C1=O (centres undefined)	2	1	1606	9	-1.6	2	-8	1	10	1	·
Cc1ccc(-c2ccc(SCC(=O)Nc3ccc4c(c3)OCCO4)nn2)cc1	-16	1	1680	1	·	20	0	0.8	5	0.9	-1
COc1ccc(CC(=O)NNS(=O)(=O)c2ccccc2)cc1OC	14	1	1493	3	-0.064	25	9	0.7	8	0.9	-7
O=S(Cc1ccc(Cl)cc1)CC(O)COc1ccc(Cl)cc1 (centres undefined)	6	1	1581	-1	·	10	-4	0.9	-8	1	4
CC(NC(=O)c1ccc(N(C)C)cc1)c1ccc(F)cc1 (centres undefined)	-1	1	1574	-6	-0.0036	0	2	1	11	1	-5
COc1ccccc1N1CCN(Cc2ccc(Br)o2)CC1	32	1	1685	-5	0.83	9	0	0.9	-8	0.9	28
CC(=O)NN1C(=O)c2ccc(Oc3ccc([N+](=O)[O-])cc3)cc2C1=O	6	0.9	1464	3	0.72	19	9	0.8	4	0.9	·
O=C(O)C1CC=CCC1C(=O)Nc1ccc(N2CCN(Cc3ccccc3)CC2)cc1 (centres undefined)	12	0.8	1601	7	-0.47	9	0	0.9	9	0.9	-2

# (more compounds)
SMILES,G6PDH CS,PMI act satM6P,SRC2 TRFRET art,PPARg SRC2 recr,ROMK primary,Diaphorase inh,PPARg SRC3 recr,Diaphorase act,PPARg SRC1 recr,PMI act,S1P3 antag
Cc1cccc(N2C(=O)CC(N3CCN(C(=O)c4ccccc4)CC3)C2=O)c1 (centres undefined),6,0.8,1460,-4,·,14,8,0.9,-2,0.8,-20
CCOC(=O)C1(Cc2ccccc2)NC(c2ccccc2F)C2C(=O)N(CC)C(=O)C21 (centres undefined),1,1,1348,-7,-0.8,8,-4,0.9,2,1,2
O=C(c1cccc(F)c1)N1CCN(c2ccc([N+](=O)[O-])c(N3CCCCC3)c2)CC1,2,0.9,1546,8,·,18,4,0.8,13,0.9,·
Cc1[nH]n(-c2ccc(F)cc2)c(=O)c1C=Nc1ccc(S(=O)(=O)N(C)C)cc1,-1,1.1,1662,-5,0.68,16,5,0.8,-1,1.1,-10
COC(=O)Cc1cnc(NC(=O)C2C3CCC(C3)C2C(=O)O)s1 (centres undefined),2,0.9,1363,-4,·,12,1,0.9,-5,0.9,-14
COc1ccc(-n2c(=O)cc(N3CCN(c4ccccc4)CC3)[nH]c2=O)cc1,4,1.1,1353,3,·,-4,0,1,7,1.1,-13
CC1(C)C(=O)OC(c2cccn2-c2cccc([N+](=O)[O-])c2)C2(CCCCC2)C1=O (centres undefined),13,0.9,1604,0,·,20,-3,0.8,10,0.8,1
COc1ccc2[nH]c3ccccc3c2c1,9,0.9,1426,8,·,8,-5,0.9,-3,0.8,-19

# Screening results: PubChem BioAssay, several laboratories
